M1 PAM parental: counter-screen for M1 PAMs: effect in parental CHO-K1 cells. ATP EC20, Fluo-8 calcium fluorescence; 0% at ATP EC20, 100% at ATP max. activation, % at 3 µM. 360,000 tested, 0.02% active;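 active = activation above the run cutoff, the mean activation of all test compounds plus 3 SD, cut at about 40% in these data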;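 note: peak over basal fluorescence ratio in a 140 s read after ATP addition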
CHO parental Ca: counter-screen for OX1R antagonists: effect in parental CHO cells; parental CHO-K1, ATP-induced calcium, Fluo-8 fluorescence; 330,000 tested, 0.63% active; AID 463079; inhibition, % at 5.6 µM;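 active = inhibition above that plate's mean sample inhibition plus 3 SD, cut at about 26% in these data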;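 note: 0% = ATP-challenged DMSO wells and 100% = DMSO wells without ATP; some compounds past the cut are filed as inactive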
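Test system: parental CHO cells; detection: calcium-sensitive Fluo-8 fluorescence; evaluation: percent inhibition of calcium signal; also added: ATP as calcium-mobilizing challenge; repeats: one well per compound; control set: ATP-challenged DMSO wells low, unchallenged DMSO wells high; compound: single nominal dose of 5.6 µM per compound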
CHO-K1 Ca ag: counter-screen for M1 agonists: effect in parental CHO-K1 cells | 360,000 tested, 0.48% active | AID 602248 | Fluo-8 calcium fluorescence; scaled to maximal ATP response, vehicle zero | activation, % at 3 µM; in the data active = activation above about 15%;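 note: untransfected CHO-K1 host cells lacking M1 receptor as counterscreen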
OXTR potentiate: potentiators of human oxytocin receptor; activation, % at 3 µM; CHO-OTR cells, Fluo-8 calcium fluorescence, potentiator mode; 0% = oxytocin EC15, 100% = EC100; 320,000 tested, 0.061% active;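 active = activation above that plate's cutoff, the mean activation of tested compounds plus 3 SD, cut at about 6.6% in these data, passing the limit was not always enough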;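 note: 100% uses oxytocin at 75 nM as the full agonist control; some results filed as inactive read as strong as hits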
Target sequence (P30559 whole entry, looked up): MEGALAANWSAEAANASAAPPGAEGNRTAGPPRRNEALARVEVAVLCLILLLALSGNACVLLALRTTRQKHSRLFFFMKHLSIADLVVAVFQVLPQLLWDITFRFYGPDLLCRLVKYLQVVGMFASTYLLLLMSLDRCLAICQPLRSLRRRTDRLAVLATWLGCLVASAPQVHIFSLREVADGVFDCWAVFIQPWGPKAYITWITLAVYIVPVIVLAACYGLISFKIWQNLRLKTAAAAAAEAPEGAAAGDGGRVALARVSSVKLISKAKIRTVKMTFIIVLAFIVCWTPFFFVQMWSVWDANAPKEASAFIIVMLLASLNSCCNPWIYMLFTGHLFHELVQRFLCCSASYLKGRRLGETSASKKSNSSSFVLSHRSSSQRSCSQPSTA
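System: human OTR in CHO cells / Also added: sub-maximal oxytocin, roughly EC15 / Control set: EC15 oxytocin low, 75 nM oxytocin high / Schedule: 6 min compound pre-incubation at room temperature, 100 s kinetic read / Compound: single-point 3.0 µM / Replication: singlicate / Technique: Fluo-8 calcium dye fluorescence / Read-out basis: % activation of max/min ratio relative to oxytocin controls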
V1aR counter: V1a receptor agonism, counter-screen for OXTR agonists. activation, % at 3 µM. CHO-V1R cells, Fluo-8 calcium fluorescence, agonist mode; 0% DMSO, 100% 3 nM vasopressin. 320,000 tested, 0.25% active. P37288;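 active = activation above the mean activation of all tested compounds plus 3 SD, per screening run, cut at about 20% in these data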;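 note: signal is peak over basal fluorescence ratio across a 100 second FLIPR read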
OXTR ag: agonists of human oxytocin receptor. CHO-OTR cells, Fluo-8 calcium fluorescence; normalized: DMSO 0%, oxytocin 100%. P30559. 320,000 tested, 0.32% active. activation, % at 3 µM. AID 2435;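 active = activation above the mean of all tested compounds plus 3 SD, cutoff set per screening run, cut at about 20% in these data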;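 note: peak over basal fluorescence ratio from a 100 s FLIPR kinetic read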
TAAR1 antag: antagonists of human TAAR1; Q96RJ0; CHO RD-HGA16 TAAR1, Fluo-8 calcium fluorescence, antagonist; inhibition, % at 3 µM; 360,000 tested, 1.5% active; AID 624466;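 active = inhibition above a per-plate cutoff, the mean inhibition of test compounds on that plate plus 3 SD, cut at about 49% in these data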;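 note: 0% = DMSO plus EC80 beta-PEA response and 100% = DMSO alone without agonist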
Target sequence (Q96RJ0 whole entry, looked up): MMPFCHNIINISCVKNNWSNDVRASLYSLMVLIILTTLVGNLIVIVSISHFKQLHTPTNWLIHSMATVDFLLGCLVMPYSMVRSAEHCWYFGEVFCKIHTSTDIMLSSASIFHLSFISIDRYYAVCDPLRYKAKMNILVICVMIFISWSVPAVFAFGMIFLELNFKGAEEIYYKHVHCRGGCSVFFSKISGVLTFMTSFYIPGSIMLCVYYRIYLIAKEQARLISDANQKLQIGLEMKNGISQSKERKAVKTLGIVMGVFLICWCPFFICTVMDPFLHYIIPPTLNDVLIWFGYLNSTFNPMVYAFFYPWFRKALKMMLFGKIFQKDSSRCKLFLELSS
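Material: CHO RD-HGA16 cells bearing hTAAR1; compound dosing: one-point dosing, 3 µM nominal final; schedule: dye loading 75 min at 37 °C, then 30 min room temperature; measured by: calcium fluorescence with Fluo-8; control set: vehicle and agonist controls; replication: n of 1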
CHO-K1 Ca antag: M1 antagonist counterscreen hit in parental CHO-K1 cells; inhibition, % at 3 µM; 360,000 tested, 0.6% active; ATP-induced calcium, Fluo-8 fluorescence;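 active = inhibition above a per-plate cutoff, the plate's mean sample inhibition plus 3 SD, cut at about 24% in these data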;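 note: 0% = DMSO plus EC80 ATP and 100% = DMSO alone without ATP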
GPR7 antag: antagonists of human GPR7 (neuropeptides B/W receptor 1); P48145; GPR7-expressing cells, fluorescence antagonist assay; inhibition, % at 4.4 µM; 290,000 tested, 1.1% active; AID 1861; in the data active = inhibition above about 16%, passing the limit was not always enough;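 note: cells stimulated with the agonist NPW; 0% = agonist with vehicle and 100% = vehicle without agonist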
Target sequence (P48145 whole entry, looked up): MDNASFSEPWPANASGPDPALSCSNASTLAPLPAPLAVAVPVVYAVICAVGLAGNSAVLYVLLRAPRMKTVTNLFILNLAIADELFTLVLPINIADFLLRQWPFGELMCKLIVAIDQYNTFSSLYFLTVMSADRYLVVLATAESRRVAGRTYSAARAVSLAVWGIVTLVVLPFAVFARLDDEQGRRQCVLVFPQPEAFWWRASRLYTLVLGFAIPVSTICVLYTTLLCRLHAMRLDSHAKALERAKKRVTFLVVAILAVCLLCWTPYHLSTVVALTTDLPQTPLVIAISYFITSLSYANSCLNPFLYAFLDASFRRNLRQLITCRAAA
Starred values were filed as active, the others as inactive; / = no result given. Rows are unselected, and some 3.5% of all compounds hit somewhere here.

SMILES	M1 PAM parental	CHO parental Ca	CHO-K1 Ca ag	OXTR potentiate	V1aR counter	OXTR ag	TAAR1 antag	CHO-K1 Ca antag	GPR7 antag
O=C(CCSc1nc(-c2ccc3c(c2)OCO3)cc(C(F)(F)F)n1)NCc1ccccc1	10	-24	0.1	-12	-0.6	-1.2	44	-5	8
O=C(c1ccc2nc(Cc3cccc(Cl)c3)oc2c1)N1CCC[C@H]1CO	-6	-11	0.5	-8	2.9	2.9	-10	8	-17
O=C1[C@@H]2C(c3cccnc3)=NO[C@@H]2C(=O)N1c1ccc2ccccc2c1	8	-13	0.9	-3	0.1	1.8	-1	-4	5
CCc1nnc(NC(=O)CSc2nc(-c3ccc(F)cc3)cc(-c3ccccc3)c2C#N)s1	14	/	0.3	/	/	/	-8	-4	-9
COc1ccc(CCNc2cc(C)nc3c(-c4ccccc4)c(C)nn23)cc1OC	20	-29	1.4	-2	-1.2	-1.4	-10	-6	-10
O=C(NCC(=O)N1CCN(c2ncc(C(F)(F)F)cc2Cl)CC1)c1ccc(Br)o1	16	-5	1.2	-7	4.4	2.1	-4	-12	-13
COc1cccc(N2CC(C(=O)Nc3nnc(SCc4cccnc4)s3)CC2=O)c1 (stereo not drawn)	26	-13	1.1	-2	0.4	-1.1	-17	-15	-9
C=C1C(=O)[C@]23C[C@H]1CC[C@H]2[C@]1(C)[C@@H](OC(C)=O)CC[C@@](C)(C(=O)O)[C@H]1C[C@@H]3O	10	/	0.5	/	/	/	12	5	/
CC(=O)C1=C(C)NC(SCC(N)=O)=C(C#N)C1c1cccs1 (stereo not drawn)	2	-3	0.7	2	-0.2	0.9	1	-2	1
CC(=O)Nc1ccc(S(=O)(=O)NCc2ccncc2)cc1	3	-16	-0.3	-8	1.4	0.5	15	-6	-5
O=C(CN1C(=O)NC2(CCCCC2)C1=O)Nc1cc(C(F)(F)F)ccc1N1CCOCC1	16	/	1.1	/	/	/	-23	-3	/
C=CC(C)(C)c1cc2cc3ccoc3cc2oc1=O	-19	-5	0.4	-12	2.1	1.2	11	-1	-6
COc1cccc(CN2CCC2(C)C(=O)Nc2cccc3cccnc23)c1F (stereo not drawn)	10	/	-0.7	/	/	/	-10	-9	/
Nc1nc(N)c2[nH]cnc2n1	/	-3	/	-5	1.6	0.7	/	/	/
CC(=O)Nc1ccc(-c2ccnc3c2CC(C)(C(=O)NC(C)C)O3)cc1 (stereo not drawn)	2	/	-0.2	/	/	/	-17	3	/
CCN(C(=O)COC(=O)c1ccc(Br)o1)C1CCCCC1	17	-11	-0.3	-19	-0.6	-1.5	-8	-1	1
CN1C(N)=NC(=O)/C1=C/c1ccc(OC(F)(F)F)cc1	26	-9	1.4	-3	0.1	-0.9	-2	-10	-9
Cc1cc(C(=O)NC(Cc2c[nH]c3ccccc23)C(=O)O)c(C)o1 (stereo not drawn)	-7	2	-0.1	2	0.1	1.7	11	1	-8
CSc1ccccc1NC(=O)CN(C)C(C)C(=O)Nc1ccc(C#N)cc1 (stereo not drawn)	8	-25	1.9	-12	0.4	-0.8	-5	-16	9
O=C(Cc1ccc(F)cc1)NC1CCS(=O)(=O)C1 (stereo not drawn)	-10	1	2.1	-6	0.2	0.1	-47	-8	/
CN(C)S(=O)(=O)c1ccc(C(=O)Nc2ccc3c(c2)CCC3)cc1	6	-11	3.2	0	1.3	0.5	-10	0	-14
CC1(c2ccccc2)NC(=O)N(CC(=O)Nc2ccccc2N2CCCCC2)C1=O (stereo not drawn)	17	-14	6.5	-12	10	11	30	-11	/
CC(C)(C)NC(=O)c1ccc(NC(=O)CSc2ccccc2)cc1	2	-4	1.5	-4	4.4	5.5	14	-7	-1
COc1ccccc1N(Cc1ccccc1)S(=O)(=O)c1cccc(C(=O)NC2CC(C)(C)NC(C)(C)C2)c1	-17	-23	0.6	-8	-0.7	-0.2	-18	5	/
CSc1ncc(CN2CCN(C3CCCCC3)C(CCO)C2)cn1 (stereo not drawn)	8	-8	1.1	1	-0.1	1.8	-34	-16	-1
Next part
SMILES	M1 PAM parental	CHO parental Ca	CHO-K1 Ca ag	OXTR potentiate	V1aR counter	OXTR ag	TAAR1 antag	CHO-K1 Ca antag	GPR7 antag
COc1ccc2cc3c(N)nn(C(=O)C4CCC(C(C)(C)C)CC4)c3nc2c1 (stereo not drawn)	-8	-13	-0.3	-5	-0.3	-1.0	-35	4	-11
CCN1C(=O)[C@H]2[C@@H](c3ccc(C(F)(F)F)cc3)N[C@]3(CCCN(Cc4cccn4C)C3=O)[C@H]2C1=O	-1	/	-0.4	/	/	/	-1	1	/
CC(NC(=O)C1CCCN(S(=O)(=O)c2ccc(-n3cnnn3)cc2)C1)c1ccc(F)cc1 (stereo not drawn)	8	-12	0.0	-3	2.8	3.1	-7	-8	-6
CCOc1cccc2cc(C(=O)NCc3ccc(OC)cc3)c(=N)oc12	10	-6	0.1	-6	0.2	-1.0	-15	-10	-12
CCc1ccccc1-n1c(-c2ccncc2)n[nH]c1=S	21	0	0.7	1	0.6	0.0	-22	-13	3
COC(=O)/C=C1\SC(=NC(=O)c2ccc(OC)cc2)NC1=O	14	-9	0.4	-7	0.9	0.3	-3	-22	0
O=C(CSc1ncnc2c1oc1ccccc12)NCc1ccc(F)cc1	-10	-2	-0.2	-2	0.6	0.9	-7	11	-7
Cc1ccc(-c2nn(-c3cc(Cl)ccc3[N+](=O)[O-])c(=O)c3ccccc23)cc1C	-1	-24	-0.4	-12	-0.3	-1.1	-8	16	-9
COc1cc(NC(=O)CCc2ccccc2)c(C(=O)O)cc1OC	17	-14	-0.2	-5	-0.5	0.1	6	-3	1
N#Cc1c(/N=C/c2ccc(-c3ccc(C(=O)O)c(Cl)c3)o2)sc2c1CCCC2	-18	-13	-0.2	-1	-0.3	0.3	-5	2	/
CCOc1ccccc1NC(=O)Cn1c(=O)n(-c2ccccc2)c(=O)c2oc3ccccc3c21	7	-5	1.2	-7	0.2	-1.1	-6	4	-4
C=CCN(CC=C)S(=O)(=O)c1ccc(NC(=S)NC(=O)c2ccc(-c3ccccc3)cc2)cc1	-3	1	0.2	-5	0.3	0.6	-31	2	-20
Cc1ccc(C2SCCN2C(=O)c2ccc([N+](=O)[O-])cc2)cc1 (stereo not drawn)	19	-13	-0.3	-3	-0.1	-2.9	6	-5	-3
CCOC(=O)C1=C(C)N(C)C(=O)NC1c1c(OC)ccc2ccccc12 (stereo not drawn)	19	-19	0.8	-9	1.7	-1.1	-2	-9	26
CCCNC(=O)CSc1nccn1Cc1ccco1	16	-5	1.0	2	1.4	0.5	3	-24	-4
Cc1onc(-c2ccccc2)c1C(=O)NCc1ccc(F)cc1	-22	-17	-0.3	2	-0.1	-0.9	-6	6	/
Cc1cccc(C)c1NC(=O)Nc1ccc(S(N)(=O)=O)cc1	-23	-6	0.8	-6	0.0	-0.2	-15	-9	-13
CC1CCCCN1CC(=O)Nc1ccc(N2CCCCCC2)cc1 (stereo not drawn)	20	-24	0.2	-6	0.5	0.4	-25	-15	7
CCC(=O)Nc1cc(-c2nn(C)c(=O)c3ccccc23)ccc1N1CCCCC1	11	-2	0.1	-7	1.6	-1.5	-3	-2	-9
O=C(NC1CCCC1)C1CC(=O)N(c2ccc(F)c(Cl)c2)C1 (stereo not drawn)	11	-30	1.1	-5	0.4	-0.9	-8	-10	5
O=C(O)C1CCCCC1C(=O)NCc1cn2ccccc2n1 (stereo not drawn)	20	-11	0.5	-5	0.5	-1.1	-4	-9	1
COc1ccc(/C=C2/CCOC2=O)cc1	18	-12	0.3	-4	0.5	0.2	5	-9	-6
Cc1ccc(CNC(=O)C(=O)NCCC2CCCCN2S(=O)(=O)c2ccc(C)cc2)cc1 (stereo not drawn)	-15	-22	-1.1	-11	1.0	-1.0	-54	1	/
CCC1CCCCN1CCCNC(=O)c1ccc2c(=O)n(Cc3ccc(OC)cc3)c(=O)[nH]c2c1 (stereo not drawn)	21	-11	0.8	-15	0.6	0.3	0	-4	22
COc1cccc(C(=O)N(C)C(C)c2nc3ccccc3s2)c1 (stereo not drawn)	-2	-17	8.3	-12	4.0	1.0	1	2	5

Three compounds already listed, arranged by the value under GPR7 antag, descending:
mol	GPR7 antag
CSc1ccccc1NC(=O)CN(C)C(C)C(=O)Nc1ccc(C#N)cc1 (stereo not drawn)	9
COC(=O)/C=C1\SC(=NC(=O)c2ccc(OC)cc2)NC1=O	0
COc1ccc2cc3c(N)nn(C(=O)C4CCC(C(C)(C)C)CC4)c3nc2c1 (stereo not drawn)	-11

(listing goes on)
SMILES	M1 PAM parental	CHO parental Ca	CHO-K1 Ca ag	OXTR potentiate	V1aR counter	OXTR ag	TAAR1 antag	CHO-K1 Ca antag	GPR7 antag
CCCCN(CC)CCNC(=O)C1CCCN(S(=O)(=O)c2cccc3nsnc23)C1 (stereo not drawn)	1	-19	-0.1	-1	-0.3	-0.7	-3	-10	-10
COCC(=O)Nc1ccc(OC)c(Cl)c1	6	-1	0.9	1	0.5	0.4	-5	-4	-15
O=c1[nH]nc(SCCS(=O)(=O)c2ccc(F)cc2)n1-c1ccc2c(c1)OCCO2	10	-18	1.8	-5	-1.2	0.0	-28	-2	-3
O=C1CCC(=O)N1c1ccc(NCc2ccccc2Cl)c([N+](=O)[O-])c1	22	-6	2.1	-5	2.6	1.7	-12	-12	-1
O=C(O)c1ccc(C(=O)O)c(C(=O)c2ccccc2)c1	4	1	-0.2	3	0.7	1.2	-6	-5	-8
Cc1cc(C)c(NC(=O)c2ccoc2C)c(C)c1	4	-8	0.2	-5	-0.4	-2.1	-4	1	0
CC1(C)CC(=O)C=C(Nc2ccccc2F)C1	9	-3	0.0	-1	0.1	1.4	4	0	-10
O=C(COc1ccc(S(=O)(=O)NC2CCCCC2)cc1Cl)NCc1cccnc1	-9	-20	-0.3	-2	1.7	0.8	8	28*	-13
COc1cccc(C(=O)Nc2nnc(SCC(=O)NC3CCCC3)s2)c1	11	-6	0.4	-4	3.5	2.1	-25	-14	-4
Cc1ccc(C)c(OCCC(=O)N2CCN(S(=O)(=O)c3cc(C)ccc3C)CC2)c1	22	-29	1.9	-3	0.2	-0.4	1	-5	/
COCCCN(C(=O)c1cc(Cl)nc2ccccc12)c1c(N)n(Cc2ccccc2)c(=O)[nH]c1=O	7	/	1.8	/	/	/	-21	-8	/
COc1ccccc1NC(=O)CSc1nc2sc3c(c2c(=O)n1-c1ccccc1)CCN(C)C3	17	-18	0.0	-3	-1.1	-2.1	-4	-18	4
C=CCn1c(C)cc(-c2csc(NC(=O)C3=COCCO3)n2)c1C	-10	2	-0.4	0	-0.7	0.1	-7	21	/
CCc1ccccc1NC(=O)COc1ccc2oc(-c3ccc(OC)cc3)cc(=O)c2c1	-6	-9	0.8	-3	1.6	1.6	13	5	-2

High-throughput results deposited in PubChem BioAssay by The Scripps Research Institute Molecular Screening Center.
